CCHF vOTU inh = blocks the CCHF virus ovarian tumor domain protease; CCHFV vOTU protease, Pep-AMC fluorescence; inhibition, % at 11.5 µM; hit rate 0.55% among 370,000; in the data active means inhibition above about 30%; further: 0% = vehicle wells with enzyme and 100% = no enzyme wells
MazEF act = MazEF (E. coli) toxin RNase activation; FAM/BHQ RNA-DNA oligo cleavage fluorescence, 5 h; hit rate 0.32% among 350,000; P0AE70; activation, % at 20 µM; AID 504720; in the data active means activation above about 50%
Target sequence (P0AE70 whole entry, looked up): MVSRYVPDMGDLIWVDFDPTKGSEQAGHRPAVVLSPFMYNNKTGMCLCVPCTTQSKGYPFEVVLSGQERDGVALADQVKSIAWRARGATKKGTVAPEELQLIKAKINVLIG
SSB-PriA inh = blocks PriA binding to SSB C-terminal tail | AlphaScreen SSBct-PriA binding, biotinylated peptide | inhibition, % at 33 µM | hit rate 0.6% among 430,000 | AID 1272365; in the data active means inhibition mostly above about 37%, no sharp cut-off; inactive means mostly below about 20%;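 further: plate controls were negative control peptide for no effect and reference peptide for full effect; strong numbers were not always called active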
DUSP3 inh = blocks human VHR1 dual specificity phosphatase; AID 1654; inhibition, % at 13.3 µM; hit rate 0.52% among 290,000; recombinant VHR phosphatase, pNPP absorbance; P51452; in the data active means inhibition above about 50%; further: some compounds called inactive have numbers as strong as hits
Target sequence (P51452 whole entry, looked up): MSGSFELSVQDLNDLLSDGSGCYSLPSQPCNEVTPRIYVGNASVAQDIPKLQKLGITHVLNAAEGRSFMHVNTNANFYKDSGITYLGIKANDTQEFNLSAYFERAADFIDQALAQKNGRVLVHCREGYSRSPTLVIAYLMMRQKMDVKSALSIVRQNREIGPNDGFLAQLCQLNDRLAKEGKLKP
Yp Topo-I inh = Y. pestis Topo-I inhibition via cleavage products; activity, % at 10 µM; hit rate 0.064% among 360,000; AID 504884; Y. pestis Topo-I cleavage product accumulation, plate reader; in the data active means activity above about 50%, passing the limit was not always enough; further: inactives centre near 2
PrPC surface inh = reduces human prion protein on the cell surface. P04156. cell surface PrPC, TR-FRET read-out. inhibition, % at 13.8 µM. hit rate 0.43% among 370,000. AID 720596; in the data active means inhibition above about 24%; further: 0% = median of the test wells and 100% = reference compound wells
TcdB inh = inhibitors of Clostridioides difficile toxin B glycohydrolase. AID 652162. TcdB glycohydrolase enzymatic assay, plate reader. inhibition, % at 9.99 µM. hit rate 0.24% among 350,000; in the data active means inhibition above about 10%
Rv3671c protease = inhibitors of M. tuberculosis serine protease Rv3671c; P9WHR9; inhibition, % at 5.96 µM; hit rate 0.048% among 320,000; in the data active means inhibition above about 38%;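 further: extracellular domain of Rv3671c used as enzyme; 0% = enzyme with DMSO and 100% = no enzyme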
Target sequence (P9WHR9 whole entry, looked up, the tested form may be a part): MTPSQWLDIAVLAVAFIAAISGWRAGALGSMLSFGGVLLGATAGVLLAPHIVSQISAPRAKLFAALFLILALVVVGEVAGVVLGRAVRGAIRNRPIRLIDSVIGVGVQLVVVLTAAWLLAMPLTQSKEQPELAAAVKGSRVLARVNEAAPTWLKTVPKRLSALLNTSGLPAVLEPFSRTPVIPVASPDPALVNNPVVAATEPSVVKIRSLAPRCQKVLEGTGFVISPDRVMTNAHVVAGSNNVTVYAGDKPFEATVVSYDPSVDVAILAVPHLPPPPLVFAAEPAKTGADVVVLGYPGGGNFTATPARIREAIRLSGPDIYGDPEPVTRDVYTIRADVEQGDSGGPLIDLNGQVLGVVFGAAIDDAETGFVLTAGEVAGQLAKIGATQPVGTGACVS
SARS 3CLpro inh = SARS-CoV 3CLpro protease inhibition | recombinant SARS-CoV 3CLpro, quenched FRET peptide cleavage | AID 1706 | hit rate 0.14% among 290,000 | inhibition, % at 6 µM | P0C6X7; in the data active means inhibition above about 12%
BH1578 lux ind = induces V. cholerae light production without autoinducers. V. cholerae BH1578 lux reporter, luminescence, 6 h. activation, % at 18.7 µM. hit rate 0.16% among 350,000; in the data active means activation mostly above about 9.7%, no sharp cut-off; further: not every result past the cut was called active; inactives centre near 0; reference of the scale not given here
The depositor's hits bear a star; i = inactive; . = no result given. An excerpt (hit frequency here may not be typical).

canonical_smiles	CCHF vOTU inh	MazEF act	SSB-PriA inh	DUSP3 inh	Yp Topo-I inh	PrPC surface inh	TcdB inh	Rv3671c protease	SARS 3CLpro inh	BH1578 lux ind
O=C(O)c1csc(Cc2ccccc2)n1	10	6	0	7	2	5	1.7	-4	-3	-1.0
CC(=O)Nc1ccc(CC#N)cc1	-2	3	2	12	2	9	0.9	8	3	i
COC(=O)c1sccc1NC(=O)CSc1nnnn1-c1ccccc1F	1	-4	-3	1	12	5	.	-9	-4	-5.9
O=C(c1cnccn1)N1CCN(c2ccccc2F)CC1	-15	-1	-2	18	-1	1	.	6	2	0.2
Cc1ccc(NC(=O)C(Cc2ccccc2)NC(=O)OCc2ccccc2)cc1C (configuration not stated)	-11	1	2	10	23	15	0.7	-7	-2	i
CCc1cccc(NC(=O)C2CCCN2S(=O)(=O)c2cccc3cccnc23)c1 (configuration not stated)	16	3	-12	-12	24	-1	-0.1	3	3	i
CC(Oc1ccc(Br)cc1)C(=O)N(Cc1ccccc1)c1c(N)n(Cc2ccccc2)c(=O)[nH]c1=O (configuration not stated)	18	-7	.	.	1	6	-2.7	.	.	-0.4
O=C(CSc1n[nH]c(=O)n1C1CC1)NCc1ccccc1	3	5	-2	-11	-13	-7	-0.6	-1	-4	-0.5
Cc1ccc(-c2nc(CS(=O)CC(=O)NC3CCC(C)CC3)c(C)o2)cc1 (configuration not stated)	0	-9	-4	15	36	-2	0.5	-6	-1	-0.2
O=C(Nc1nnc(Cc2ccccc2F)s1)Nc1ccccc1F	-11	-5	0	29	12	7	0.1	-3	4	-2.3
O=C(Nc1ncc(Cl)cc1Cl)c1c(F)cccc1Cl	-5	-3	-3	33	15	-11	0.3	3	-4	i
C#CCOC(=O)/C(=C/C=C/c1ccccc1)NC(=O)c1ccccc1	20	-9	-2	2	1	-7	.	-3	0	i
Cc1csc(NC(=S)Nc2cccc(Cl)c2)n1	11	6	19	-3	-10	22	3.6	-15	5	i
COc1cc(Br)c(Br)cc1N	4	2	-6	10	0	0	0.9	7	0	0.7
COC(=O)C1=C(C)NC2=C(C(=O)CCC2)C1c1cn(Cc2ccc(Br)cc2)nc1-c1ccccc1 (configuration not stated)	-26	-12	-24	17	-1	-2	.	-9	5	i
CCCS(=O)(=O)N1CCCC(C(=O)Oc2ccc(OC)cc2)C1 (configuration not stated)	-9	0	-27	-2	-1	8	1.5	-4	0	i

Reformatted with values under each structure: entries from further up
The line under a structure holds: CCHF vOTU inh	MazEF act	SSB-PriA inh	DUSP3 inh	Yp Topo-I inh	PrPC surface inh	TcdB inh	Rv3671c protease	SARS 3CLpro inh	BH1578 lux ind
O=C(O)c1csc(Cc2ccccc2)n1
  10	6	0	7	2	5	1.7	-4	-3	-1.0
CC(=O)Nc1ccc(CC#N)cc1
  -2	3	2	12	2	9	0.9	8	3	i
COC(=O)c1sccc1NC(=O)CSc1nnnn1-c1ccccc1F
  1	-4	-3	1	12	5	.	-9	-4	-5.9
O=C(c1cnccn1)N1CCN(c2ccccc2F)CC1
  -15	-1	-2	18	-1	1	.	6	2	0.2
Cc1ccc(NC(=O)C(Cc2ccccc2)NC(=O)OCc2ccccc2)cc1C (configuration not stated)
  -11	1	2	10	23	15	0.7	-7	-2	i
CCc1cccc(NC(=O)C2CCCN2S(=O)(=O)c2cccc3cccnc23)c1 (configuration not stated)
  16	3	-12	-12	24	-1	-0.1	3	3	i
CC(Oc1ccc(Br)cc1)C(=O)N(Cc1ccccc1)c1c(N)n(Cc2ccccc2)c(=O)[nH]c1=O (configuration not stated)
  18	-7	.	.	1	6	-2.7	.	.	-0.4
O=C(CSc1n[nH]c(=O)n1C1CC1)NCc1ccccc1
  3	5	-2	-11	-13	-7	-0.6	-1	-4	-0.5
Cc1ccc(-c2nc(CS(=O)CC(=O)NC3CCC(C)CC3)c(C)o2)cc1 (configuration not stated)
  0	-9	-4	15	36	-2	0.5	-6	-1	-0.2
O=C(Nc1nnc(Cc2ccccc2F)s1)Nc1ccccc1F
  -11	-5	0	29	12	7	0.1	-3	4	-2.3
O=C(Nc1ncc(Cl)cc1Cl)c1c(F)cccc1Cl
  -5	-3	-3	33	15	-11	0.3	3	-4	i
C#CCOC(=O)/C(=C/C=C/c1ccccc1)NC(=O)c1ccccc1
  20	-9	-2	2	1	-7	.	-3	0	i
Cc1csc(NC(=S)Nc2cccc(Cl)c2)n1
  11	6	19	-3	-10	22	3.6	-15	5	i
COc1cc(Br)c(Br)cc1N
  4	2	-6	10	0	0	0.9	7	0	0.7
COC(=O)C1=C(C)NC2=C(C(=O)CCC2)C1c1cn(Cc2ccc(Br)cc2)nc1-c1ccccc1 (configuration not stated)
  -26	-12	-24	17	-1	-2	.	-9	5	i
CCCS(=O)(=O)N1CCCC(C(=O)Oc2ccc(OC)cc2)C1 (configuration not stated)
  -9	0	-27	-2	-1	8	1.5	-4	0	i

The list continues.
canonical_smiles	CCHF vOTU inh	MazEF act	SSB-PriA inh	DUSP3 inh	Yp Topo-I inh	PrPC surface inh	TcdB inh	Rv3671c protease	SARS 3CLpro inh	BH1578 lux ind
CCN1CCN(C(=O)c2ccc(CS(=O)Cc3ccc(C)cc3)o2)CC1 (configuration not stated)	7	0	12	-9	-1	0	1.3	4	3	0.0
CC(C)(C)c1ccc(/C=C2\Oc3cc(O)ccc3C2=O)cc1	-10	-39	5	40	-12	-2	1.0	-34	4	i
CC1CCCC(C)N1C(=O)CCN1C(=O)C2C3C=CC(C3)C2C1=O (configuration not stated)	14	6	-12	17	4	-5	1.9	2	-7	-0.3
Cc1sc2nc(C3CC3)nc(SCC(=O)N3CCCc4ccccc43)c2c1C	-7	.	.	4	.	0	1.4	-10	3	.
O=C(/C=C/c1cccs1)N1CCCC1	-1	12	-7	16	-5	1	-0.4	-6	-3	0.4
O=C(N/C(=C/c1cccnc1)C(=O)N1CCOCC1)c1ccccc1	-14	-1	-4	-14	0	-3	-0.1	8	0	i
CCN(CC)S(=O)(=O)c1ccc(/C=C/C(=O)OCC#N)cc1	-7	8	3	26	-2	-6	-0.2	0	1	-0.3
CCN(C(=O)COC(=O)Cc1ccccc1)c1c(N)n(Cc2ccccc2)c(=O)[nH]c1=O	6	9	1	.	4	-2	-1.3	4	.	i
CC1=CC(=O)C=C(C)C1=NOC(=O)/C=C\c1ccccc1	5	-10	-11	1	-3	3	-2.3	11	3	i
Cc1cc(OCc2nnc(SC(C)C(=O)O)n2-c2ccccc2)ccc1Cl (configuration not stated)	10	0	0	4	14	-5	-1.1	-3	-3	0.3
COc1ccc(C2NCCc3c2[nH]c2ccccc32)cc1COc1ccc(F)cc1 (configuration not stated)	1	-28	25	8	-5	-9	-1.8	2	-1	-0.5
CCn1cc(CCC(=O)NCc2ccccc2OC)c2ccccc21	-6	-2	9	1	12	9	1.6	-6	0	-1.4
CCCCOc1ccc(Cl)cc1CSc1nnc(C)n1N	-9	-10	-2	-10	-5	1	.	10	-2	-0.4
COc1ccc(N(CC(=O)NCCC2=CCCCC2)S(=O)(=O)c2c(C)[nH]c(=O)[nH]c2=O)cc1	5	5	-4	-20	11	2	0.8	7	-2	-3.7
CSc1nc(C)cc(OCC(=O)n2nc(C)cc2C)n1	-13	0	-6	-11	4	-2	.	2	-3	-0.9
CC(C(=O)NCc1cccnc1)c1ccc([N+](=O)[O-])cc1 (configuration not stated)	12	-3	-13	52*	-10	-16	1.2	-6	-4	-0.4
Cc1cc(NC(=O)CSc2nc3ccccc3n2CC(=O)N2CC(C)CC(C)C2)no1 (configuration not stated)	-5	3	-19	18	23	-4	.	-1	0	1.7
N#Cc1c(SCC(=O)Nc2nncs2)sc2c(O)cc(=O)[nH]c12	3	-10	-4	-3	-7	27*	0.8	7	-12	-0.2
COc1ccc(OCC(=O)Nc2nc3ccccc3[nH]2)cc1	-3	3	-1	6	-1	7	.	-4	1	-0.8
O=C(COc1ccccc1)N(Cc1cccs1)C1CCS(=O)(=O)C1 (configuration not stated)	-10	1	-5	16	6	-5	-0.2	5	2	-0.7
Cc1ccc(C2Nc3ccc4ccccc4c3C3=C2C(=O)CC(C)(C)C3)o1 (configuration not stated)	.	-3	-3	8	-6	.	0.9	-9	1	-2.7
COC(=O)Cc1c(OC)ccn(CCc2c[nH]c3ccccc23)c1=O	-11	4	2	28	3	-1	1.1	-13	-3	-0.5
O=C(NCCc1nnc2ccccn12)c1cccs1	-1	2	0	-9	1	0	0.5	12	0	-2.7
COc1ccccc1C(=O)NCC(=O)OCC(=O)c1ccc2c(c1)-c1ccccc1C2	-7	16	-9	26	22	-6	.	-16	4	-2.4
O/N=C(/c1ccc(F)cc1)C1CC1c1c(F)cccc1Cl (configuration not stated)	4	7	.	20	29	4	0.4	-7	7	i
CC(/C=N/n1c(-c2ccncc2)n[nH]c1=S)=C\c1ccco1	6	1	.	9	-5	-16	19*	4	-1	-0.1
CC(=O)Nc1ccc(C(=O)Nc2ccc(S(=O)(=O)N3CCCCC3)cc2)cc1	15	3	0	-17	8	4	0.0	-10	1	-16
NS(=O)(=O)c1ccc(NC(=O)c2c(Cl)cccc2Cl)cc1	-7	6	-2	-6	-5	-7	1.4	-3	-2	-0.5
Cc1ccc(C)c(NC(=O)CSc2nc3[nH]ncc3c(=O)[nH]2)c1	-2	6	-2	8	1	1	-0.7	-1	6	-0.4
O=C(NCCSc1ccccc1)c1ccc(CN2CCOCC2)cc1	7	-1	1	18	-1	-5	0.0	-6	0	-0.2
CN1CCO/C1=C(\C(Cl)=C(Cl)Cl)[N+](=O)[O-]	11	7	-4	12	5	2	-0.7	7	2	-0.8
C/C(=C\C=C(C#N)C#N)c1cc(C#N)c(N)o1	-2	i	-3	12	2	-9	-6.2	.	0	1.1
NS(=O)(=O)OCC(Cc1ccccc1)N1C(=O)c2ccccc2C1=O (configuration not stated)	6	-6	8	13	6	7	2.4	0	-3	-1.2
CCOc1cc(C(=O)Nc2nnc(CC)s2)ccc1OCC(=O)N1CCOCC1	-3	2	-8	-4	2	1	.	10	2	i
CCc1ccc(NC(=O)CSc2nnc(CNC(=O)c3c(F)cccc3Cl)o2)cc1	4	0	-4	20	12	4	.	6	5	-2.0
O=c1cc(CSc2nnc(NC3CCCCC3)s2)nc2sccn12	8	1	-13	11	10	-8	0.8	15	3	-0.3
O=C(COc1cccnc1[N+](=O)[O-])c1c[nH]c2ccccc12	-9	-8	7	36	-4	-12	1.1	-3	3	i
Cc1ccc2nc(-c3ccc(NS(=O)(=O)c4ccc(F)cc4)cc3)sc2c1	-130	-10	-2	8	1	8	.	-248	3	i
CCOC(=O)c1ccc(NC(=S)NC(=O)c2nn(CC)cc2Br)cc1	2	-9	-11	-4	-6	2	1.0	1	9	-0.2
COc1ccc(Oc2nc(-c3ccccc3)ncc2S(=O)(=O)c2ccccc2)cc1	6	3	6	-9	2	4	.	3	3	-0.8
O=C(C1CCN(S(=O)(=O)c2ccccc2[N+](=O)[O-])CC1)N1CCOCC1	-3	2	-6	26	1	-6	1.2	5	3	-0.3
CCN(CC)CCC#CC1(O)c2ccccc2-c2ccccc21	4	6	5	7	0	11	2.5	-1	0	i
O=C(Cn1nc(C(=O)O)c2ccccc2c1=O)Nc1cccc(S(=O)(=O)N2CCCC2)c1	21	10	-3	.	20	-2	0.6	.	.	-0.9
O=C(Oc1oc(-c2ccco2)nc1C=Nc1ccccc1)c1ccoc1	-16	-3	-10	41	0	-6	0.2	-6	2	i
FC(F)(F)c1ccnc(NCc2ccc(Cl)cc2)n1	15	-8	-28	14	-5	9	1.7	6	1	i
